HSP90 inh = HSP90 inhibitors, primary screen, cell lysate, luminescence. Heat shock protein HSP 90 (rabbit reticulocyte lysate; luciferase refolding). Rabbit reticulocyte lysate, luciferase refolding luminescence, 3 h. inhibition, % at 5.6 µM. actives 0.91% (n = 290,000). AID 1789, 2009;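 active means inhibition above the screen-wide mean plus 3 SD, computed separately per campaign, cut at about 16% in these data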;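 further: 0% = DMSO wells and 100% = 60 µM geldanamycin wells; inhibitors lower the luminescence because luciferase stays unfolded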
GSK3 alpha inh = blockers of GSK3A enzyme activity – biochemical, luminescence, cell-free homogeneous, HTS, primary screen; GSK-3 alpha kinase, ADP-Glo luminescence, 60 min; actives 0.1% (n = 320,000); Glycogen synthase kinase-3 alpha (Homo sapiens), P49840; inhibition, % at 10 µM; AID 2650, 2010;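 in the data active means inhibition above about 50%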;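 further: GST-tagged GSK-3 alpha with peptide substrate and 25 µM ATP; 0% = DMSO neutral wells and 100% = GW8510 positive control wells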
Target sequence (P49840 whole entry, looked up): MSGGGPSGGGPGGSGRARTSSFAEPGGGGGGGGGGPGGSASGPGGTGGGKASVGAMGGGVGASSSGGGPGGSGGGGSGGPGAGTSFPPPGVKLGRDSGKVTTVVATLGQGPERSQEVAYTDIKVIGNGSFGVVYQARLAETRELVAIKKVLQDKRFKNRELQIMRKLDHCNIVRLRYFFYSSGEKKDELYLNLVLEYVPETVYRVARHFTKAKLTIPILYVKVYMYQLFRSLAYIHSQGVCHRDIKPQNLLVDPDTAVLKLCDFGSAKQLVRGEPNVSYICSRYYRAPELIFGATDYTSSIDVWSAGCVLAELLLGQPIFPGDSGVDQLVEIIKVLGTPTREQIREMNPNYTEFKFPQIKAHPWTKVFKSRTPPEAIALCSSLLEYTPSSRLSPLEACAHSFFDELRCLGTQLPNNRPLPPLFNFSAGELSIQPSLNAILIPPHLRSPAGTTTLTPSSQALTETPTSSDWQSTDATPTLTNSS
HSF-1 act = HSF-1 activators, primary screen, NIH3T3-HGL cells, MG132 stress, luminescence, single point; activation, % at 9 µM; actives 1.7% (n = 300,000); AID 504408, 2011; NIH3T3-HGL HSF-1 luciferase reporter, 8 h; 100% = twice DMSO control signal;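 active means mean replicate activation of at least 50% with a set share of replicates each reaching 50%; inconclusive means only one of those two conditions met; inactive means mean below 50% and too few replicates reaching it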;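 further: 0% = median of the neutral control wells and 100% = twice that signal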
KLF5 inh = KLF5 expression inhibitors, primary screen, DLD-1 cells, luminescence; DLD-1 KLF5 promoter-luciferase reporter; inhibition, % at 5 µM; actives 0.23% (n = 290,000); AID 1700, 2009;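 active means inhibition above a per-plate limit of that plate's mean compound inhibition plus 3 SD, cut at about 60% in these data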;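 further: 0% = DMSO wells and 100% = LY294002 at 200 µM; higher means less KLF5 promoter-driven luciferase light; inactives centre near -14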
IEC-6 cytotox = cytotoxicity in IEC-6 intestinal epithelial cells, primary screen, cytotoxicity control for KLF5 inhibitor project, cell-based, luminescence. IEC-6 cytotoxicity, luminescence viability. inhibition, % at 5 µM. actives 0.78% (n = 290,000). AID 1825, 2009; in the data active means inhibition above about 22%;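 further: 0% = plate median of test compound wells and 100% = cytotoxic reference compound wells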
GSK3B inh = human GSK3beta kinase inhibitors, primary screen, biochemical, cell-free homogeneous, HTS. Glycogen synthase kinase-3 beta (Homo sapiens), P49841. GST-GSK3beta kinase, ADP-Glo luminescence, 60 min; active compounds read low. activity score (negative = inhibition), % at 10 µM. actives 0.038% (n = 300,000). AID 2097, 2009;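 active means more than half of replicate wells score below -50%, meaning over 50% inhibition versus plate controls; inconclusive means some replicates but at most half score below -50%; inactive means no replicate scores below -50%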;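 further: 0% = median DMSO wells and -100% = median GW8510 positive control wells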
Target sequence (P49841 whole entry, looked up): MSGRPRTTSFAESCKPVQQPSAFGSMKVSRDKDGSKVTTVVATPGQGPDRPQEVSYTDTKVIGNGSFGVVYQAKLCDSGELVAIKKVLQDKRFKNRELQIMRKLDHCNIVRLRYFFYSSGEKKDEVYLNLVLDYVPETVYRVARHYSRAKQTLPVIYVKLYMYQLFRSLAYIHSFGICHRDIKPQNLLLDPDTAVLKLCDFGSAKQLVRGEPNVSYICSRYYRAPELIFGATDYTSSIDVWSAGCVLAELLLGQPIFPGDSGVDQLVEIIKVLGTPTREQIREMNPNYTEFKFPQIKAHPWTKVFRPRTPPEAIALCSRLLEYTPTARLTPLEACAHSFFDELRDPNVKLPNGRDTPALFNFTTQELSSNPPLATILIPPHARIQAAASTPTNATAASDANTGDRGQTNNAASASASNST
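Test system: GST-fused GSK3beta enzyme, cell-free | Quantity: 1.6 ng GST-GSK3beta enzyme per well | Reagent: 25 µM ATP with peptide substrate | Schedule: 60 min enzyme reaction, room temperature | Signal: Luminescent ADP-Glo measurement of ADP formed | Read-out basis: Score relative to plate controls | Control set: DMSO and 20 µM GW8510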
PolyA inhibitor = polyadenylation inhibitors in yeast reporter cells, primary screen, luminescence, S. cerevisiae; S. cerevisiae SKY197-pL101 polyadenylation reporter, beta-gal luminescence; efflux-impaired pdr1/pdr3 knockout yeast; score 100 = 6 SD above DMSO; calls only at 12 µM; actives 0.02% (n = 300,000); AID 1875, 2009;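 active means lowest replicate activity score at least 50, where 100 means six control SD above control mean; inconclusive means lowest score under 50 but half or more replicates reach 50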;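 further: yeast exposed to compound for 9 h at 30 °C; higher score means more reporter readthrough which indicates perturbed polyadenylation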
HSF1 inhib = HSF1 inhibitors in luciferase reporter cells, primary screen, cell-based, NIH3T3, luminescence | actives 0.77% (n = 300,000) | activity change, negative = inhibition, % at 7.5 µM (by protocol) | AID 2098, 2009 | NIH3T3-HGL HSE-luciferase, MG132-induced, luminescence 8 h; active compounds read low;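 active means more than half of replicate wells show activity change below -50%, luminescence cut by over half; inconclusive means some wells, but at most half, below -50%; inactive means no replicate well below -50%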;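 further: luciferase reports HSF-1 transcriptional activity via heat shock element; 0% = median of DMSO wells and -100% = zero luminescence signal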
aSyn 5UTR inh = MLPCN primary screen, SNCA 5' untranslated region. alpha-synuclein 5'UTR reporter, inhibitor activity. inhibition, % (tested at 7.5 µM). actives 0.82% (n = 300,000). AID 1813, 2009; in the data active means inhibition above about 60%; inconclusive means no clear call, values can overlap the other calls;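 further: H4 neuroglioblastoma cells stably carrying SNCA 5'UTR luciferase fusion; 0% = DMSO wells and 100% = positive control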
AI-2 QS mod = Vibrio harveyi AI-2 quorum sensing modulators, primary screen, JMH597 strain, luminescence/OD600 ratio; Vibrio harveyi JMH597 AI-2 luminescence/OD600 ratio, 9 h; active compounds read low; strain lacks LuxN and CqsS sensors; 0 = neutral-control median; activity change, % at 7.5 µM; actives 0.4% (n = 300,000); AID 2094, 2009; in the data active means activity change below about -75%, passing the limit was not always enough; inconclusive means no clear call, values can overlap the other calls;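 further: luminescence divided by OD600 gain over 9 h not by final OD600 alone; inactives centre near 13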
* hit, by the source's call; i = inactive; ? = inconclusive; . = no result given.

no.	canonical_smiles	HSP90 inh	GSK3 alpha inh	HSF-1 act	KLF5 inh	IEC-6 cytotox
1	O=C(c1ccccc1)c1ccc(Oc2ncccn2)cc1	-6	-1	9	-18	-3
2	CCc1noc(C)c1C(=O)Nc1nnc(C2CCCCC2)s1	-4	-1	-8	5	-1
3	Cn1cc(CN2CCCC(CNC(=O)c3ccc4c(c3)OCO4)C2)c2ccccc21 (centres undefined)	1	2	-7	-26	6
4	O=C(Nc1ccncc1)Nc1cc(Cl)ccc1Cl	10	2	-2	-15	8
5	CCN(CCn1cccn1)C(=O)c1cc(COc2cccc3cccnc23)on1	2	.	-15	5	6
6	O=[N+]([O-])c1cc(C(F)(F)F)ccc1N1CCC(O)CC1	-4	-1	-4	-6	-2
7	CCCCc1c(C)nc2ccccc2c1SCCC#N	-1	2	9	-29	-1
8	COc1ccc(OC)c(C2C(C(=O)c3ccco3)=C(O)C(=O)N2CCN2CCOCC2)c1 (centres undefined)	-3	0	-5	-9	-8
9	Cn1c(SCC(=O)NC2CCCCC2)nnc1-c1ccncc1	-2	-5	20	-32	5
10	CCOC(=O)NN1C(=O)c2ccccc2NC1c1cccs1 (centres undefined)	2	0	2	-8	2

no.	GSK3B inh	PolyA inhibitor	HSF1 inhib	aSyn 5UTR inh	AI-2 QS mod
1	2	i	7	-54	17
2	0	i	-2	7	19
3	0	i	-3	11	10
4	4	.	-3	-33	-4
5	-2	i	-4	10	-5
6	1	i	-9	2	19
7	-3	i	2	24	16
8	2	i	-4	10	12
9	0	i	2	-7	15
10	-4	i	-2	0	14

(listing goes on)
no.	canonical_smiles	HSP90 inh	GSK3 alpha inh	HSF-1 act	KLF5 inh	IEC-6 cytotox
11	COc1ccc(Cl)cc1N(C(C)=O)c1nc(C)cc(C)c1C#N	2	-2	27	-3	-6
12	COc1ccccc1N1C(=O)S/C(=C\c2cc(C)n(C)c2C)C1=O	4	-1	54*	-66	4
13	Cc1ccc(O)c(-c2[nH]ncc2C(=O)c2ccc(Cl)cc2)c1	-1	-1	29	-45	5
14	Cc1ccccc1CSc1nnc(-c2cccs2)n1Cc1ccco1	0	0	11	-13	-9
15	CC(=O)Nc1ccc(S(=O)(=O)NCC2CCC(C(=O)N3CCCCC3)CC2)cc1 (centres undefined)	0	-1	-8	16	0
16	COC(=O)c1ccc(NC(=O)CSc2nc(=O)n3cccc(C)c3n2)cc1	.	-3	-12	.	.
17	COc1cccc(-c2ccc(-c3noc(-c4cccs4)n3)c(OC)n2)c1	0	.	12	-1	-6
18	CCNS(=O)(=O)c1ccc(CCC(=O)Nc2ccccc2C(=O)OC)cc1	-2	0	-8	-26	-2
19	CCN(CC)CC(=O)N1c2ccccc2Oc2c(c(=O)n(C)c(=O)n2C)C1c1cccc([N+](=O)[O-])c1 (centres undefined)	-2	-5	-11	-6	5
20	O=C(O)CCCNc1c(C(=O)Nc2ccc(Cl)cc2)cc([N+](=O)[O-])cc1[N+](=O)[O-]	-3	-3	2	-17	-2

no.	GSK3B inh	PolyA inhibitor	HSF1 inhib	aSyn 5UTR inh	AI-2 QS mod
11	3	i	3	37	4
12	3	i	10	-128	15
13	2	i	15	-5	-9
14	2	i	4	21	2
15	1	i	-4	11	8
16	-1	.	-5	-11	2
17	-1	i	0	-85	-2
18	-6	i	-4	48	9
19	0	i	0	10	14
20	-11	i	-1	-47	28

(more compounds)
no.	canonical_smiles	HSP90 inh	GSK3 alpha inh	HSF-1 act	KLF5 inh	IEC-6 cytotox
21	C=CCn1c(=N)n(CC(=O)c2ccc(OC)cc2)c2ccccc21	-2	8	-7	6	0
22	Cc1ccccc1/C=N/Nc1ccnc2cc(Cl)ccc12	-4	-1	42	-33	1
23	Cc1cc(NS(=O)(=O)c2ccc(NC(=O)C(c3ccccc3)c3ccccc3)cc2)no1	-1	-1	-4	-7	2
24	Cc1nc2nc(SCC(=O)NCCCN3CCCCCC3)nn2c(C)c1Cc1ccccc1	1	2	12	10	-3
25	CCCN(CCC)CCCNC(=O)c1ccc(CS(=O)(=O)c2c(Cl)cccc2Cl)o1	1	1	10	-21	0
26	COc1ccccc1C(=O)NCCC(=O)N(C)Cc1ccc(C)o1	-2	-1	7	-21	4
27	Cc1cc2nc(C3CCN(C(=S)NCC(C)C)CC3)[nH]c2cc1C	0	1	-3	19	1
28	CCOc1cccc2c1OC1(C)CC2NC(=O)N1c1cccc(Cl)c1 (centres undefined)	-2	1	9	-9	-2
29	CCCn1c2ccccc2c2cnn(CC(=O)NC3CCN(Cc4ccccc4)CC3)c(=O)c21	1	-2	2	-20	-1
30	Cc1cc(C)nc(SCC(=O)OCC(=O)Nc2ccccc2)n1	-4	-1	14	-17	-12

no.	GSK3B inh	PolyA inhibitor	HSF1 inhib	aSyn 5UTR inh	AI-2 QS mod
21	-2	i	0	-4	64
22	0	i	9	-52	17
23	8	i	0	10	17
24	.	i	7	-4	.
25	-1	i	1	16	-5
26	2	i	2	0	21
27	2	i	-6	25	14
28	2	i	10	23	16
29	-1	i	5	7	20
30	1	i	-5	-4	23

Next results follow:
no.	canonical_smiles	HSP90 inh	GSK3 alpha inh	HSF-1 act	KLF5 inh	IEC-6 cytotox
31	CCOc1[nH]n(-c2ccccc2)c(=O)c1C=Nc1ccc(OC)cc1	2	-2	-1	1	-9
32	Cc1ccccc1NC(=O)c1ccc([N+](=O)[O-])o1	2	1	13	-53	20
33	CC(C)C(=O)NNC(=O)CSc1nc(C2CCCCC2)nc2ccccc12	-1	-3	-6	-14	2
34	Cc1nc(N2CCN(c3ccccn3)CC2)c2c(C)c(C(=O)Nc3ccc(Br)cc3C)sc2n1	9	-2	6	-1	4
35	O=C(c1cccc(F)c1)N1CCN(c2ccc([N+](=O)[O-])c(N3CCOCC3)c2)CC1	-2	-1	34	-25	12
36	CCCCNc1ccccc1C(=O)OCC(=O)Nc1ccc(S(N)(=O)=O)cc1	2	-2	41	-10	4
37	O=C(NCc1ccccc1)Nc1cccn(Cc2ccc(Cl)cc2)c1=O	4	0	22	13	4
38	O=C(NC1CCCN(c2ccc(C(F)(F)F)cn2)C1)c1ccnc(Cl)c1 (centres undefined)	-2	-1	22	-46	-1
39	CCOCC(=O)Nc1nc2ccccc2s1	-3	-2	?	-59	-3
40	COc1ccc(Cl)cc1NC(=O)C(OC)c1ccccc1 (centres undefined)	2	1	13	6	2

no.	GSK3B inh	PolyA inhibitor	HSF1 inhib	aSyn 5UTR inh	AI-2 QS mod
31	2	i	9	-19	11
32	-1	i	13	-48	?
33	-1	i	9	-1	17
34	-1	i	2	3	2
35	-3	i	3	19	19
36	2	i	-4	4	29
37	3	i	10	-9	36
38	3	i	14	9	13
39	1	i	19	-57	12
40	2	i	-2	-8	3

Remaining list, next part.
no.	canonical_smiles	HSP90 inh	GSK3 alpha inh	HSF-1 act	KLF5 inh	IEC-6 cytotox
41	Cn1cc([N+](=O)[O-])c(C(=O)Nc2ccc(Br)cn2)n1	0	0	53*	-58	4
42	Cc1ccc(C(=O)N[C@H](C(=O)OCc2cc(=O)oc3cc(C)ccc23)C(C)C)cc1	-6	-4	18	-20	2
43	COc1ccc(C(=O)NCCSCc2ccc(Cl)cc2)cc1OC	6	-1	5	-20	4
44	Cc1cccnc1NC(=O)CCNC(=O)c1ccc(Cl)cc1	-2	0	-2	-24	1
45	NS(=O)(=O)c1ccc(N2C(=O)C3CC=CCC3C2=O)cc1 (centres undefined)	2	-2	4	-14	-1
46	Cc1cccc(-c2nc(CS(=O)CC(=O)NCCc3ccc(Cl)cc3)c(C)o2)c1 (centres undefined)	0	-2	1	-9	-10
47	CCOC(=O)c1c(P(=O)(N2CCOCC2)N2CCOCC2)noc1N	2	-1	-5	23	2

no.	GSK3B inh	PolyA inhibitor	HSF1 inhib	aSyn 5UTR inh	AI-2 QS mod
41	1	i	60	-43	29
42	2	i	13	14	12
43	2	i	6	16	-15
44	7	i	-7	-1	21
45	5	i	-1	13	24
46	0	i	15	14	14
47	1	i	-2	-4	18

3 entries out of the list, sorted by molecular weight, falling.
no.	canonical_smiles	HSP90 inh	GSK3 alpha inh	HSF-1 act	KLF5 inh	IEC-6 cytotox
29	CCCn1c2ccccc2c2cnn(CC(=O)NC3CCN(Cc4ccccc4)CC3)c(=O)c21	1	-2	2	-20	-1
36	CCCCNc1ccccc1C(=O)OCC(=O)Nc1ccc(S(N)(=O)=O)cc1	2	-2	41	-10	4
4	O=C(Nc1ccncc1)Nc1cc(Cl)ccc1Cl	10	2	-2	-15	8

no.	GSK3B inh	PolyA inhibitor	HSF1 inhib	aSyn 5UTR inh	AI-2 QS mod
29	-1	i	5	7	20
36	2	i	-4	4	29
4	4	.	-3	-33	-4

Limited to HSP90 inh (4 entries from above):
item	Structure	HSP90 inh
43	COc1ccc(C(=O)NCCSCc2ccc(Cl)cc2)cc1OC	6
42	Cc1ccc(C(=O)N[C@H](C(=O)OCc2cc(=O)oc3cc(C)ccc23)C(C)C)cc1	-6
41	Cn1cc([N+](=O)[O-])c(C(=O)Nc2ccc(Br)cn2)n1	0
44	Cc1cccnc1NC(=O)CCNC(=O)c1ccc(Cl)cc1	-2

Some of the compounds tested; count on the stated rates, not on these rows.
